# SENP1 FRET inh = human SENP1 catalytic domain inhibitors, primary screen, biochemical, FRET, uHTS | recombinant SENP1 catalytic domain, CyPet-SUMO1-YPet FRET cleavage | inhibition, % at 10 µM | 360,000 tested, 0.21% active | AID 624204, 2012;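 active means inhibition at least 30% at 10 µM, raw YFP signal under a set limit, fluorescence ratio 0.5 to 1.5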;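 further: 0% = enzyme with DMSO and 100% = no enzyme wells; some results filed as inactive read as strong as hits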
#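 material = recombinant human SENP1 catalytic domain, His6-tagged | quantity = 20 pM enzyme | reagent = 25 nM SUMO1 FRET substrate | compound dosing = 10 µM single point, 0.5% DMSO | timing = 50 min enzyme reaction, room temperature, light-protected | detection = FRET, CFP and YFP emission | control set = no-enzyme low, enzyme-DMSO high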
# Apaf1 inhib = inhibitors of human Apaf-1 apoptosome, primary screen, biochemical, DEVD-Rh110 fluorescence, uHTS; Apoptotic protease-activating factor 1 (Homo sapiens), O14727; reconstituted apoptosome caspase-3 activity; inhibition, % at 20 µM; 330,000 tested, 0.71% active; AID 489030, 2010; active means inhibition of at least 40% at 20 µM;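 further: plate controls were DMSO wells for no effect and DEVD-CHO caspase inhibitor wells for full effect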
#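 Assay system – apoptosome proteins · Medium – Hepes buffer, pH 7.5 · Also added – cytochrome c with DEVD-Rh110 · Timing – 30 min compound preincubation, 50 min activation, room temperature · Detection – Rh110 fluorescence, excitation 480 nm, emission 540 nm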
# SENP7 block = SENP7 protease inhibitors, primary screen, biochemical, luminescence, uHTS | Sentrin-specific protease 7 (Homo sapiens), Q9BQF6 | recombinant SENP7, Z-RLRGG-aminoluciferin luminescence, 40 min | inhibition, % at 5 µM | 330,000 tested, 1.5% active | AID 434973, 2010;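 active means inhibition above about 50% at the single test dose, limit read from the data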;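 further: plate controls were DMSO with enzyme for no effect and no enzyme buffer wells for full effect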
# SENP8 block-1 = SENP8 protease inhibitors, primary screen, biochemical, luminescence | AID 2540, 2010 | purified SENP8, Z-RLRGG-aminoluciferin cleavage | Sentrin-specific protease 8 (Homo sapiens), Q96LD8 | inhibition, % at 10 µM | 330,000 tested, 1.2% active; in the data active means inhibition above about 50%
# Target sequence (Q96LD8 whole entry, looked up): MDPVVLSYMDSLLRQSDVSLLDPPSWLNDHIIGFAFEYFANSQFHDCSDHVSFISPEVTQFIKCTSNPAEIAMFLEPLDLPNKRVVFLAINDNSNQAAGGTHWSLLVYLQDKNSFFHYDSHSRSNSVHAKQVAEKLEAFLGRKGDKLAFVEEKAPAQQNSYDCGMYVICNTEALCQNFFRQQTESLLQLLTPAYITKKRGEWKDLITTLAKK
# SENP8 block-2 = human SENP8 protease inhibitors, primary screen, biochemical, fluorescence, Nedd8 protein substrate, uHTS. Sentrin-specific protease 8 (Homo sapiens), Q96LD8. inhibition, % at 20 µM. AID 602440, 2012. recombinant SENP8. 360,000 tested, 0.64% active; in the data active means inhibition mostly above about 40%, no sharp cut-off; inactive means mostly below about 27%
# NALP3 yeast inh = NALP3 inflammasome inhibitors in reconstituted yeast, primary screen, luminescence, uHTS. 330,000 tested, 0.39% active. Yeast reconstituted NLRP3/ASC/caspase-1, beta-gal luminescence, 24 h. inhibition, % at 10 µM;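 active means inhibition of 50% or more; inactive means inhibition below 50%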;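 further: plate controls were induced DMSO wells for no effect and uninduced yeast grown without galactose for full effect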
# SENP6 inh = SENP6 protease inhibitors, primary screen, biochemical, luminescence, uHTS; Sentrin-specific protease 6 (Homo sapiens), Q9GZR1; Recombinant SENP6 catalytic domain, aminoluciferin luminescence; inhibition, % at 10 µM; 330,000 tested, 1.8% active; AID 2599, 2010;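 active means inhibition above about 50% at the single tested dose, limit read from the data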;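 further: plate controls were DMSO wells with enzyme for no effect and DMSO wells lacking enzyme for full effect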
# HKDC1 inh = HKDC1 hexokinase inhibitors, primary screen, biochemical, fluorescence, uHTS; recombinant HKDC1, G6PDH/diaphorase resazurin coupled fluorescence; inhibition, % at 20 µM; 340,000 tested, 0.16% active; AID 493160, 2011;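 active means inhibition above about 35% when tested at 20 µM, limit read from the data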;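 further: plate controls were DMSO wells with enzyme for no effect and DMSO wells lacking enzyme for full effect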
# Target sequence (Q2TB90 whole entry, looked up): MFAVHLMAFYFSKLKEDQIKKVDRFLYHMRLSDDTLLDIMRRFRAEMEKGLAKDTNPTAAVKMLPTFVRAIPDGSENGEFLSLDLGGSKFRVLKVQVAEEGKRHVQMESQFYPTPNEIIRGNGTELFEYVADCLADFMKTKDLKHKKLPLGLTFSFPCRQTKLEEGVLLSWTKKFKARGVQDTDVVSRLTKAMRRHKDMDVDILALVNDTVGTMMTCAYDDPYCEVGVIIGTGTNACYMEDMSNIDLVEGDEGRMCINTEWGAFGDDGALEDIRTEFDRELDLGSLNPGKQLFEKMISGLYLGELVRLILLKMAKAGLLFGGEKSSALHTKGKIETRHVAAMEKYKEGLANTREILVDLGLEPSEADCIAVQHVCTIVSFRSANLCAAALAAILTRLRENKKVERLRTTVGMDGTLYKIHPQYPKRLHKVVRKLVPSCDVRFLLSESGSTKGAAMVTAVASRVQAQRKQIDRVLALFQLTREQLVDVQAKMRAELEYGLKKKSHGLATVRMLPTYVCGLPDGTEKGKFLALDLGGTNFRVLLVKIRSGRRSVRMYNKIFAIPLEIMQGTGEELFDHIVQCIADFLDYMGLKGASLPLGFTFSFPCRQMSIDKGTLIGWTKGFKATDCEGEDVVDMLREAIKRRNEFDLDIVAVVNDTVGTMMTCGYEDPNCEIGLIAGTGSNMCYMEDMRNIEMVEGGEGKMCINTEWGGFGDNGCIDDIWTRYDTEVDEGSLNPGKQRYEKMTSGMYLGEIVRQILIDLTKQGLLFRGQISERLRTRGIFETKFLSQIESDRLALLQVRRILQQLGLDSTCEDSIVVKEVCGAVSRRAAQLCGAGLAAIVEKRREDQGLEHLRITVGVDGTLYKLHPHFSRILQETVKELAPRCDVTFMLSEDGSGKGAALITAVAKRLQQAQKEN
#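 System: Recombinant HKDC1 hexokinase | Amount: HKDC1 at 5 µg/mL | Reagent: Glucose with 1 mM ATP | Doses: Single 20 µM dose | Incubation: Reaction time 90 min, room temperature, protected from light | Signal: Coupled resazurin fluorescence, excitation 525 nm, emission 613 nm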
# PfGluPho inh = PfG6PD enzyme inhibitors, primary screen, biochemical, fluorescence intensity, uHTS. PfGluPho enzyme, NADPH resazurin-diaphorase fluorescence. inhibition, % at 20 µM. 350,000 tested, 0.78% active. AID 504690, 2011;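 active means inhibition reaching at least a set limit at 20 µM in the primary screen, cut at about 59% in these data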;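 further: 0% = DMSO wells with substrate and 100% = DMSO wells lacking glucose-6-phosphate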
# * marks the source's active call; other numbers are inactive results; nt = not tested or not shown.
SMILES,SENP1 FRET inh,Apaf1 inhib,SENP7 block,SENP8 block-1,SENP8 block-2,NALP3 yeast inh,SENP6 inh,HKDC1 inh,PfGluPho inh
O=C(NCC(=O)N(Cc1ccco1)C(C(=O)NC1CCCCC1)c1ccncc1)c1cccs1 (stereo not given),-2,-20,-17,4,13,0,-13,-6,4
CC1CCN(C(=O)COC(=O)c2n[nH]c3ccccc23)CC1,2,-5,1,-5,3,2,12,-4,-7
CN(C)c1ccc(C(=O)N2CC(=O)N(CCc3ccccc3)C(=O)C2)cc1,0,11,1,-2,17,4,-15,-6,4
CCC(=O)Nc1cccc(-c2nnc(-c3ccccc3)o2)c1,2,-10,31,-2,1,15,31,6,-4
COc1ccc(CCC(=O)OC(C)C(=O)c2ccc(C)cc2)cc1 (stereo not given),1,13,1,5,1,29,-6,10,10
CCOc1ccccc1N1CCN(S(=O)(=O)c2ccc(Cl)s2)CC1,0,14,1,6,4,18,7,-2,8
CC(C)c1ccc(N(C(=O)c2ccc3c(c2)OCO3)C2C=CS(=O)(=O)C2)cc1 (stereo not given),-1,-1,9,-8,2,5,-19,5,-3
Cc1ccccc1C(CC(=O)c1cccs1)C(C#N)C#N (stereo not given),-2,16,-17,-11,13,-12,-17,2,4
CCOC(=O)C1CCCN(S(=O)(=O)Cc2ccccc2Cl)C1 (stereo not given),3,-5,-3,-2,13,15,-28,-1,-2
CCOc1ccc(CCNC(=O)C2CCC(=O)N2C2CCCCC2)cc1OCC (stereo not given),0,-1,-1,0,9,4,-11,-3,-3
CCOc1cccc(/C(O)=C2/C(=O)C(=O)N(CCOC)C2c2ccncc2)c1 (stereo not given),1,15,15,4,19,11,-5,-3,-7
CCC(C)NS(=O)(=O)c1ccc(NS(=O)(=O)c2ccccc2[N+](=O)[O-])cc1 (stereo not given),-1,-4,-2,-3,6,9,9,-13,15
COc1cc(CNC2CCCCC2)c(Br)cc1OC1CCCC1,-1,-10,-3,-11,24,-10,-22,-7,1
CCOC(=O)N1CCN(C(=O)c2cc3cc(F)ccc3[nH]2)CC1,-3,7,6,1,-65,21,18,1,4
CCc1ccc(C(=O)COC(=O)C(Cc2ccccc2)NC(=O)C2CCC(C)CC2)cc1 (stereo not given),1,7,4,-1,19,-11,-2,-1,-10
COCCCn1c(SCC(=O)OC2CCCCC2)nnc1-c1cccs1,1,6,-5,-9,5,2,11,-3,-10
Cc1nn(C)c(Cl)c1C(=O)NCC(=O)O,0,3,9,1,-3,-1,-4,11,-18
CCOc1ccc(N=c2cc(-c3ccc(OC)cc3)oc3ccccc23)cc1,-1,9,9,5,29,9,15,12,2
O=c1cc(-c2ccccc2)nc2nc(SCc3ccccc3)[nH]n12,-1,11,-6,-11,1,18,-38,5,-13
CCCC(=O)OCC(=O)Nc1ccccc1Sc1ccccc1,0,-3,-2,-4,9,12,1,5,9

# Exported with tabs: entries from further up
molecule	SENP1 FRET inh	Apaf1 inhib	SENP7 block	SENP8 block-1	SENP8 block-2	NALP3 yeast inh	SENP6 inh	HKDC1 inh	PfGluPho inh
CCC(C)NS(=O)(=O)c1ccc(NS(=O)(=O)c2ccccc2[N+](=O)[O-])cc1 (stereo not given)	-1	-4	-2	-3	6	9	9	-13	15
COc1cc(CNC2CCCCC2)c(Br)cc1OC1CCCC1	-1	-10	-3	-11	24	-10	-22	-7	1
CCOC(=O)N1CCN(C(=O)c2cc3cc(F)ccc3[nH]2)CC1	-3	7	6	1	-65	21	18	1	4
CCc1ccc(C(=O)COC(=O)C(Cc2ccccc2)NC(=O)C2CCC(C)CC2)cc1 (stereo not given)	1	7	4	-1	19	-11	-2	-1	-10
COCCCn1c(SCC(=O)OC2CCCCC2)nnc1-c1cccs1	1	6	-5	-9	5	2	11	-3	-10

# Later entries
SMILES,SENP1 FRET inh,Apaf1 inhib,SENP7 block,SENP8 block-1,SENP8 block-2,NALP3 yeast inh,SENP6 inh,HKDC1 inh,PfGluPho inh
Cc1cc(C)cc(OCC(=O)Nc2cccc(-c3nnc(-c4ccco4)o3)c2)c1,1,4,-2,3,-53,37,-14,10,1
O=C(COC(=O)C1CCCN1C(=O)c1cccs1)c1ccccc1 (stereo not given),2,6,-4,-10,18,-12,-18,0,-2
COc1ccc(-n2nc([N+](=O)[O-])c(=NCCC3=CCCCC3)n2O)cc1,3,16,-14,0,28,-21,-16,0,6
O=C(CSc1ccc2c(c1)OCCO2)NCc1ccco1,-3,-3,-3,4,20,2,-6,-2,3
CCOC(=O)C(CC)(CCC(=O)O)c1csc(N)n1 (stereo not given),-1,12,4,6,13,-1,-6,-2,-3
COc1cccc(C(=O)CC(C(=O)O)c2ccc(F)cc2)c1 (stereo not given),1,-5,0,3,-10,0,-5,-16,1
CCOc1ccc2cc(C#N)c(SCC(=O)OC)nc2c1,18,12,6,4,-91,-5,-6,-4,-12
CC1CC1C(=O)Nc1cc(S(=O)(=O)N2CCOCC2)ccc1N1CCCC1 (stereo not given),2,-12,-1,1,0,9,-20,7,-7
COC(=O)c1ccc(COc2ccc(/C=N/O)cc2OC)o1,0,1,-5,-15,2,12,-17,-3,-13
Cc1ccc(NC(=S)N/N=C/c2cccn2Cc2ccccc2F)cc1,2,18,0,2,-14,16,-6,-7,-15
COc1ccc(NC(=O)CN2C(=O)NC(C)(C3CC3)C2=O)cc1S(=O)(=O)N1CCCCC1 (stereo not given),0,5,0,1,10,12,-13,-7,10
COc1ccccc1C(=O)NNC(=O)c1ccc(Cl)cc1,2,-1,2,4,1,1,-1,-7,4
COc1ccc(-c2nc(S(=O)(=O)c3ccccc3)c(N3CCOCC3)o2)cc1,0,6,-5,-12,12,7,-1,1,-1
O=C(COC(=O)c1cc([N+](=O)[O-])ccc1N1CCOCC1)NCc1ccc(Cl)cc1Cl,-3,19,-5,4,18,6,3,0,29
COc1cccc(C(=O)Nc2nnc(SCC(=O)NC3CC3)s2)c1,2,-2,-2,0,-2,8,-8,-3,43
Cc1[nH]nc2c1C(CC(C)C)C(C#N)=C(N)O2 (stereo not given),-2,-1,-7,-6,-14,-8,-15,5,-13
COc1ccc2nc(NC(=O)C3CCN(S(=O)(=O)c4cccs4)CC3)sc2c1,3,-15,-9,2,12,12,-16,1,10
Cc1ccc2c(c1)[nH]c1c(=O)n(Cc3ccco3)cnc12,2,-18,2,-2,5,15,-2,-4,-1
Cc1cc(C(=O)Nc2ccccc2)c2ccccc2n1,0,3,-10,-11,5,-1,-15,-4,-7
Cc1ccc(CNC(=O)CCSCc2ccccc2C)cc1,2,7,-4,1,4,34,-23,-4,2
CC(=O)Nc1ccc(/C=C/c2noc(-c3ccccc3O)n2)cc1,-6,15,59*,-7,-237,11,-36,4,-9
Cc1ccc(C(=O)O)cc1NC(=S)NC(=O)c1ccc(-c2ccc(Cl)cc2)o1,2,10,-1,-9,-39,12,-11,-5,-3
Cc1c(C(=O)N2CCN(c3ccc(F)cc3)CC2)oc2c1C(=O)CCC2,2,-4,11,-6,13,3,-8,0,8
O=C(NCc1ccc(-n2cccc2)cc1)c1cccc(F)c1,2,-1,-3,-6,11,-1,-14,-5,13
CCc1ccc(S(=O)(=O)N/N=C\c2ccc([N+](=O)[O-])o2)cc1,-3,-2,-11,-16,12,10,2,5,21
COc1ccc(/C=C(\NC(=O)c2ccccc2)C(=O)NNC(=O)CCN2CCOCC2)cc1,3,-5,6,6,6,2,-11,-13,-6
CCCCNC(=O)c1onc(CSc2cc(C)cc(C)c2)c1C(=O)O,2,1,-2,2,10,9,9,-1,-6
COc1cc(/C=N/NC(=O)CNC(=O)c2ccccc2)ccc1OC(=O)c1cccs1,3,30,-11,-9,8,17,-11,-2,4
Cc1ccc2c(CC(=O)Nc3nc(C)cs3)coc2c1,1,20,0,-7,10,20,-17,0,3
C[C@H](O)[C@@H]1C(=O)N2CCc3ccc(N4CCN(C)CC4)cc3[C@@H]2C[C@@H]1N(C)C(=O)NC1CCCCC1,-1,nt,nt,nt,-12,nt,nt,-3,-1
COc1ccc(OC)c2c(C)cc(N3CCN(C(=O)c4ccc(F)cc4)CC3)nc12,1,9,1,-6,-490,28,21,6,0
Nc1cc(N)nc(SCC(=O)NCC(=O)Nc2ccc(F)c(F)c2F)n1,2,0,-7,-18,-2,13,-15,-5,4
O=C(COc1ccccc1Cl)NC(=S)N1CCc2ccccc21,-1,-10,-8,-9,14,9,-16,-4,-2
Cc1ccc(C(=O)NNC(=O)c2ccccc2OCc2c(C)noc2C)cc1,2,6,8,-5,8,5,-24,-6,2
COc1ccc(NC(=O)CSc2n[nH]c(-c3ccncc3)n2)c([N+](=O)[O-])c1,-18,-3,-1,-6,17,6,-13,8,-2
O=C1c2cccc(OCc3ccc(F)cc3)c2CCN1Cc1ccc(F)cc1,3,35,-6,-11,10,12,-21,-5,16
COc1cccc(/C=C2/C(=O)NN(c3ccc(C)c(C)c3)C2=O)c1,1,-4,1,13,11,16,19,7,-1
O=C(O)Cc1c[nH]c2ccc(O)cc12,1,-14,5,2,-6,13,2,6,1
O=C(C1CCC(=O)N(C2CC2)C1)N1CCC(Oc2ccccc2F)CC1 (stereo not given),3,3,-3,9,3,10,-5,-7,-2
Cc1ccc(C(=O)NCC(=O)Nc2ccncc2)cc1C,-2,6,9,-5,5,12,-6,-2,4

# Records listed so far shown as hits in SENP7 block:
SMILES	SENP1 FRET inh	SENP7 block	NALP3 yeast inh	SENP6 inh	HKDC1 inh	PfGluPho inh
CC(=O)Nc1ccc(/C=C/c2noc(-c3ccccc3O)n2)cc1	-6	59*	11	-36	4	-9

# Next section
SMILES,SENP1 FRET inh,Apaf1 inhib,SENP7 block,SENP8 block-1,SENP8 block-2,NALP3 yeast inh,SENP6 inh,HKDC1 inh,PfGluPho inh
CCOc1cc(N2CCOCC2)c(OCC)cc1NC(=O)CN1CCC(Cc2ccccc2)CC1,1,29,-3,-13,30,-1,-8,2,23
CCOC(=O)C1CCN(C(=O)COC(=O)c2c(C)c(CC)nc3ccccc23)CC1,0,3,8,1,8,9,-15,-2,-2
O=C(NCCCn1ccnc1)C(Cc1ccccc1)N1C(=O)c2ccccc2C1=O (stereo not given),-4,5,3,-1,25,6,9,-1,-3
O=C(CN1C(=O)C2CCCCC2C1=O)NC1CCCc2ccccc21 (stereo not given),0,1,-1,3,3,18,-3,-3,1
COC(=O)C1(S(=O)(=O)c2cc(Br)cc3c2N(C(C)=O)CC3)CC1,3,-13,-2,-2,26,-4,1,-3,-2
CC1(C)CC(=O)C(C2=NC3(CCCCC3)Cc3ccccc32)=C(O)C1,0,3,2,4,6,-5,7,-7,-4
Cc1cc(C)nc(-n2nc(C)cc2NC(=O)c2ccc(F)cc2F)n1,2,5,3,-2,9,15,6,1,-13
Cc1c(N2C(=O)c3ccc(Br)cc3C2=O)c(=O)n(-c2ccccc2)n1C,2,1,-1,-4,-2,20,0,-4,3

# Assay outcomes from PubChem BioAssay.

# Random draw from the library; about 4.1% have a hit in one of these screens.
